TRHR PAM – qHTS for Small Molecule Agonists and Allosteric Enhancers of Human TRH Receptor: Primary Screen for Enhancers; Thyrotropin-releasing hormone receptor (Homo sapiens), P34981; TRHR cells, fluo-8 calcium fluorescence, EC20 TRH enhancement; enhancement, % at 2 µM; hit rate 0.66% among 360,000; AID 493056, 2011; in the data active = enhancement above about 30%; also: 0% is about no effect
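TRHR-expressing cells loaded with fluo-8 calcium dye were read kinetically (ex 480/em 530) during compound addition, then stimulated with an EC20 of TRH (10 nM final). Enhancement of the Gq-mediated intracellular calcium response was scored.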
RXFP1 antagonist – qHTS Assay for Antagonists of the Relaxin Receptor RXFP1 | Relaxin receptor 1 (Homo sapiens), Q9HBX9 | HEK293-RXFP1, relaxin-stimulated cAMP HTRF, 30 min; active compounds read low | activity change, negative = inhibition, % at 57.5 µM | hit rate 0.59% among 350,000;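 active = activity change of -60% or lower, but not beyond a set lower limit; inconclusive = change between -60% and -40%, or beyond the set limit; inactive = change above -40%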; also: % is scaled to controls: 0 for no effect and ±100 for the full control effect
Target sequence (Q9HBX9 whole entry, looked up): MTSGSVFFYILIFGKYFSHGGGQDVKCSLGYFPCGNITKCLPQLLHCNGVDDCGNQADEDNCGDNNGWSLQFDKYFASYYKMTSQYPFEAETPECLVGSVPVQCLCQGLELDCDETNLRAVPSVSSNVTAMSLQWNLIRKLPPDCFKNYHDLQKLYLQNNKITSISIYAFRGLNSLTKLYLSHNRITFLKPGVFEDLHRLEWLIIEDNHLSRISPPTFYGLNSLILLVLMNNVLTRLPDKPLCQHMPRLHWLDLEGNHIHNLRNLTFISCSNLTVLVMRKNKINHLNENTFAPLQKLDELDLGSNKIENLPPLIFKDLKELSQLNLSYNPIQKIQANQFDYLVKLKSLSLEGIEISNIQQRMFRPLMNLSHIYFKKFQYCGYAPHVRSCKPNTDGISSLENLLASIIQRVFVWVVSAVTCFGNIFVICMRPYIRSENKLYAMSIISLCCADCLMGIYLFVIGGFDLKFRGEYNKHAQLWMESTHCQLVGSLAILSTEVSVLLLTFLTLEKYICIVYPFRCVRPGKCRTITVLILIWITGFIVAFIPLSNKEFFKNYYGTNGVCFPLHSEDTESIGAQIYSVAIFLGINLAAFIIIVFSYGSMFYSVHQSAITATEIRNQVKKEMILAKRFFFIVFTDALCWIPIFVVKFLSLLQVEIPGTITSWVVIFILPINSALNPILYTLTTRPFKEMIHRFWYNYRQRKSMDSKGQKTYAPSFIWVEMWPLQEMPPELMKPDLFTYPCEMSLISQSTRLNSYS
D2 antagonist – HTS Assay for Allosteric Antagonists of the Human D2 Dopamine Receptor: Primary Screen for Antagonists | D(2) dopamine receptor (Homo sapiens), P14416 | HEK293 TREx D2 cells, calcium flux, dopamine EC80 | inhibition, % at 10 µM | hit rate 2% among 340,000 | AID 485344, 2010; in the data active = inhibition above about 30%; also: 0% is about no effect
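Dopamine at EC80 is the agonist stimulus; test compounds precede it by 180 s. Calcium flux read kinetically in a force-coupled, inducible HEK293 T-REx D2 cell line.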
D1 agonist – Allosteric Agonists of the Human D1 Dopamine Receptor: qHTS; D(1A) dopamine receptor (Homo sapiens), P21728; HEK293 T-REx D1 cells, calcium flux, agonist mode; activation, % at 2 µM; hit rate 1% among 360,000; AID 504660, 2011; also: 0% is about no effect
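Inducible HEK293 T-REx D1 cells, force-coupled to calcium signalling, were plated at 4000 cells/well with tetracycline and held overnight at 30 C. After no-wash calcium dye loading, compound-evoked calcium rise over 180 s flagged agonists.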
D2 PAM – HTS Assay for Positive Allosteric Modulators of the Human D2 Dopamine Receptor: Primary Screen for Potentiators; D(2) dopamine receptor (Homo sapiens), P14416; HEK293 T-REx D2, calcium flux, EC20 dopamine potentiation; potentiation, % at 10 µM; hit rate 0.34% among 340,000; AID 485347, 2010;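 active = potentiation over 3 SD above the plate norm, cut at about 30% in these data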; also: 0% is about no effect
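Potentiation of an EC20 dopamine calcium response measured kinetically over 180 s, after a preceding 180 s compound-only read flagging agonists. Cells: inducible Hek293 Trex D2 line, 4000/well, cultured overnight at 30 C before dye loading.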
D1 PAM – Potentiators of Human D1 Dopamine Receptor: qHTS | HEK293 TREx D1 cells, calcium flux, dopamine EC20 potentiation | D(1A) dopamine receptor (Homo sapiens), P21728 | potentiation, % at 10 µM | AID 504651, 2011 | hit rate 0.036% among 360,000; in the data active = potentiation above about 30%; also: 0% is about no effect
D2 ag – HTS Assay for Allosteric Agonists of the Human D2 Dopamine Receptor: Primary Screen for Agonists | AID 485358, 2010 | HEK293 T-REx D2 cells, calcium flux agonist mode | activation, % at 2 µM | D(2) dopamine receptor (Homo sapiens), P14416 | hit rate 0.53% among 340,000;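 active = activation over 3 SD above normal in the single-dose calcium agonist read, cut at about 30% in these data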; also: 0% is about no effect
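Tetracycline-induced HEK293 T-REx cells with force-coupled D2 receptor, plated overnight at 30 C, loaded with no-wash calcium dye. After a 10 s baseline, compound was pin-added and calcium flux read kinetically for 180 s; calcium rises flagged agonists.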
D1 antagonist – Antagonist of Human D 1 Dopamine Receptor: qHTS; HEK293 TREx D1 cells, calcium flux, dopamine EC80; active compounds read low; activity change, negative = inhibition, % at 10 µM; hit rate 3.2% among 360,000; in the data active = activity change below about -30%; also: % is scaled to controls: 0 for no effect and ±100 for the full control effect
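HEK293 T-REx cells expressing inducible, force-coupled D1 receptor; no-wash Ca dye, 30–90 min RT. Cmpd → 180 s read at 1 Hz → EC80 DA → 180 s read.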
TRHR ag – qHTS for Small Molecule Agonists and Allosteric Enhancers of Human TRH Receptor: Primary Screen for Agonists; Thyrotropin-releasing hormone receptor (Homo sapiens), P34981; TRHR cells, calcium flux fluo-8, FDSS agonist mode; activation, % at 2 µM; hit rate 0.18% among 360,000; also: 0% is about no effect
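Fluo-8-loaded TRHR cells; 10 s baseline, compound added, kinetic Ca2+ fluorescence read 1/s, agonist mode.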
Starred values were filed as active, the others as inactive; ? = inconclusive; / = no result given. Rule as the data show it, unless noted: active = activation above about 30%; inactive = the rest. A portion of the library; count on the stated rates, not on these rows.

Order of values – D2 ag	RXFP1 antagonist	D2 PAM	TRHR ag	D1 PAM	D1 agonist	TRHR PAM	D1 antagonist	D2 antagonist
O=C(c1cccc(Cl)c1)C1CCCN(Cc2cccc3cnccc23)C1 (stereo unspecified)
    /	-2.3	/	-1.6	-1.6	0.3	-2.8	2.6	/
Cc1c(C(=O)N2CCC3(CC2)OCCO3)oc2ccccc12
    0.4	-7.2	-9.4	0.8	-0.6	-0.6	-7.3	-17.1	0.9
O=[N+]([O-])c1ccc(Cl)c(Cl)c1Cl
    -0.6	/	7.2	-1.0	-5.0	-3.0	-3.1	/	-1.0
COc1ccc(-n2c(=O)[nH]c3ccccc3c2=O)cc1
    0.2	0.5	5.1	-0.3	-4.5	1.5	4.1	-7.4	-4.8
O=C(c1ccc2c(c1)OCO2)C1CCCN(Cc2ccccn2)C1 (stereo unspecified)
    1.3	-17.8	-11.5	0.7	-6.2	2.1	-13.0	-6.7	2.0
CC(C)C[C@H]1C(=O)N2CCCC2[C@]2(O)O[C@](NC(=O)[C@@H]3C=C4c5cccc6[nH]cc(c56)CC4N(C)C3)(C(C)C)C(=O)N12 (stereo partly specified)
    73.1*	/	-27.5	2.6	-1.5	8.3	-8.3	-25.9	78.1*
CCc1ccc(-n2c(O)c(/C=N/NC(=O)c3ccncc3)c(=O)[nH]c2=O)cc1
    -1.1	5.3	10.4	-0.3	0.9	-0.9	3.3	8.3	10.1
O=c1[nH]c(=O)n(Cc2ccc(F)cc2)c(O)c1C=NCCCN1CCOCC1
    -0.9	4.5	-1.7	-0.2	-1.9	-2.0	2.0	18.3	10.7
CCOC(=O)C1(CCOc2ccccc2)CCN(Cc2ccc(C)s2)CC1
    0.3	-23.9	-20.9	0.5	-3.4	4.9	8.3	6.6	-16.8
O=C1NC(=O)N(c2ccc3c(c2)OCO3)C(=O)/C1=C\c1ccc(N2CCCCC2)o1
    12.6	-0.3	2.4	17.2	-1.5	49.7*	-0.5	-0.4	-4.9
Clc1ccccc1NC1=NCCCS1
    2.2	0.9	16.1	0.4	-2.8	4.8	35.4*	-0.6	5.5
CC(=NCc1cccnc1)c1c(O)n(-c2ccc(C)cc2)c(=O)[nH]c1=O
    0.1	-22.6	6.0	0.0	-3.2	0.6	-1.4	4.0	-24.6
O=c1[nH]c(O)c(N=Nc2ccc(SC(F)F)cc2)c(=O)[nH]1
    0.1	8.2	7.1	-0.2	-4.3	7.5	-2.1	-20.4	10.2
Cc1ccc(-c2nn(Cc3ccccc3)cc2C=O)cc1C
    -1.4	-13.1	-11.2	-0.1	-1.5	1.2	-18.7	11.5	10.4
O=P(NS(=O)(=O)c1ccc(Br)cc1)(Oc1ccccc1)Oc1ccccc1
    0.8	24.1	5.5	1.9	-1.4	1.5	2.1	-0.6	-10.5
Cc1ccc(Cn2cc(C=O)c(-c3ccc(C)cc3)n2)cc1
    0.7	-21.3	-17.2	0.1	-2.8	4.8	2.3	0.1	-24.0
O=C(Nc1ccc(Cl)cc1C(=O)c1ccccc1)c1cc(Cl)cc(Cl)c1
    -0.9	-15.7	-5.5	-0.7	0.8	1.1	9.6	23.8	/
CCNC(=S)N(C)CCc1cc2c(c(OC)c1C=C1C(=O)N(C)C(=O)N(C)C1=O)OCO2
    11.5	-3.0	-7.6	-0.3	-1.5	0.3	-11.2	25.1	17.1
C=C(COC(C)=O)CC1CC(O)[C@]2(C)OC3CC4OC5C[C@]6(C)O[C@]7(C)CCC8OC9C[C@]%10(C)OC%11C(C)=CC(=O)OC%11CC%10OC9C[C@@H](C)C8OC7CC6O[C@]5(C)C/C=C\C4OC3CC2O1 (stereo partly specified)
    -0.2	/	7.8	-0.2	1.2	2.4	-1.9	20.9	-19.5
COc1cc(C2SCC(=O)Nc3c2c(C)nn3-c2ccccc2)cc(OC)c1OC (stereo unspecified)
    0.5	5.9	19.6	-0.5	-1.8	-1.5	7.2	/	0.1
Cc1cccc(OCCn2cccc2/C=C2/C(=O)NC(=O)N(Cc3ccco3)C2=O)c1
    -0.7	-68.2*	-0.6	0.0	-1.7	0.6	-1.4	-19.7	4.3
CCCCC1C(=O)NC(=S)NC1=O
    0.5	/	12.1	0.2	-0.1	1.3	0.1	-2.7	-4.3
Cc1cccc(C)c1NC1=NCCCS1
    0.7	20.8	-17.0	0.3	-0.6	5.6	2.1	4.7	-9.0
c1ccc2c(NC3=NCCS3)cccc2c1
    2.2	1.1	-5.3	-0.4	-0.1	-1.3	5.7	9.8	0.0
CCCCCn1c(=O)c(C(=O)Nc2cnccn2)c(O)c2ccccc21
    0.9	-17.5	0.2	0.2	5.5	0.8	3.0	5.6	-7.0
CN1C(=O)C(=Cc2cn(CC#N)c3ccccc23)C(=O)N(C)C1=O
    0.0	-3.8	0.2	1.2	0.7	5.5	0.4	-13.7	-13.5
CCOC(=O)C1=C(C)OC(N)=C(C(=O)OCC)C12C(=O)Nc1ccc(Br)cc12 (stereo unspecified)
    -0.1	-3.4	7.3	-0.1	3.3	1.4	3.2	-6.6	5.9
Nc1ccccc1C(=O)c1ccccc1
    -1.2	/	0.7	-0.4	10.7	2.9	4.2	-0.8	-7.6
Cc1cc(C=O)c(C)n1C1CC1
    /	-3.9	/	0.3	2.5	3.5	-3.1	0.6	/
Fc1ccc(C[n+]2c(-c3ccccc3)cc(-c3ccccc3)cc2-c2ccccc2)cc1
    -0.2	/	12.3	-0.2	0.8	-0.7	-0.4	-6.8	2.3
O=c1[nH]c(=O)n(C2CCCCCC2)c(O)c1C=NCCCN1CCOCC1
    0.9	-6.4	-4.0	0.0	-5.1	1.6	-0.1	-0.8	-6.5
CN(C)C(=O)Oc1noc2cc(Cl)ccc12
    0.0	6.2	-1.9	-0.7	-3.4	-0.2	-6.4	-2.3	6.2
O=C(COc1ccc2ccc(=O)oc2c1)N1C[C@H]2C[C@@H](C1)c1cccc(=O)n1C2
    0.8	/	4.7	0.2	0.6	3.5	3.2	-5.5	4.5
O=P1(Oc2ccccc2)OCCCS1 (stereo unspecified)
    0.1	3.7	-0.4	0.1	-1.8	1.3	3.1	-30.3*	-8.7
O=C(COc1ccccc1)N1CCN(C2CC3CCC2C3)CC1 (stereo unspecified)
    0.6	-2.6	-9.8	0.0	-2.9	0.0	-2.2	-7.5	-9.8
CC(C)(C)C(=O)Nc1ccc(S(=O)(=O)N2CC3CC(C2)c2cccc(=O)n2C3)cc1 (stereo unspecified)
    0.3	-5.7	-3.0	0.2	12.8	1.9	7.3	-7.0	3.1
CC(C)(C)c1ccc(O)c(CN2CCN(c3ccccc3)CC2)c1
    /	3.6	/	0.9	-1.1	4.6	-3.7	0.4	/
CC(=NCCC1=CCCCC1)c1c(O)[nH]c(=O)[nH]c1=O
    0.3	-7.2	5.8	-0.3	-9.2	0.0	-3.0	-19.4	-8.9
COc1cc(C)c(CN2CC=C(c3ccc(F)cc3)CC2)cc1C
    -0.8	?	-26.8	-0.2	-8.9	1.4	-1.3	-5.9	83.9*
CCCCCCn1c(=O)c(C(=O)Nc2nc(CC(=O)OCC)cs2)c(O)c2ccccc21
    -0.6	-7.3	1.9	-0.2	-1.2	2.7	-0.4	8.6	-11.3
COc1ccc(CCNCc2ccccn2)cc1OC
    0.1	1.9	8.5	0.2	1.8	8.5	1.9	-13.2	-14.1
CC(C)Sc1nnc(OC(=O)N(C)C)n1-c1ccccc1
    0.2	4.7	-1.9	0.0	1.3	3.6	1.2	-0.8	-11.2
CCCCn1c(NC(=O)c2ccc(Br)o2)c(C(=O)OCC)c2nc3ccccc3nc21
    37.3*	-1.9	-16.4	0.3	2.1	0.2	-7.5	-6.2	-5.2
COC(=O)C1C(OC(=O)c2ccccc2)CC2CCC1N2C (stereo unspecified)
    -0.3	/	-8.6	0.2	-1.1	2.6	0.5	-5.0	-4.1
NC(=O)c1ccc(OCCC(O)N2CC=C(c3ccc(F)cc3)CC2)cc1 (stereo unspecified)
    34.9*	/	-11.6	0.4	-6.1	2.3	-4.6	-20.8	64.6*
CCCN1CCO[C@@H]2c3cc(O)ccc3OC[C@H]21
    68.2*	/	-13.4	0.0	-5.4	1.9	6.7	-22.4	72.2*
COc1ccc(C)cc1NC1=NC(C)(C)CS1
    1.0	-5.7	2.6	-0.1	-1.9	7.1	2.1	-9.5	3.4
CC(C)NP(=O)(NC(C)C)OP(=O)(NC(C)C)NC(C)C
    1.1	/	-6.2	0.0	-5.5	-1.6	-5.4	1.6	12.2
N#Cc1ccc(/C=C/C(=O)O)cc1
    0.8	2.6	-4.6	0.5	2.3	0.9	6.9	-5.9	-19.3
CNC(=O)Oc1cccc(-c2cn3cc(Cl)ccc3n2)c1
    -0.1	-5.7	-1.6	0.2	-1.2	2.1	-2.9	-19.6	-5.3

A draw from above in order of length of the SMILES, lowest first.
Order of values – D2 ag	RXFP1 antagonist	D2 PAM	TRHR ag	D1 PAM	D1 agonist	TRHR PAM	D1 antagonist	D2 antagonist
O=P1(Oc2ccccc2)OCCCS1 (stereo unspecified)
    0.1	3.7	-0.4	0.1	-1.8	1.3	3.1	-30.3*	-8.7
O=C(c1cccc(Cl)c1)C1CCCN(Cc2cccc3cnccc23)C1 (stereo unspecified)
    /	-2.3	/	-1.6	-1.6	0.3	-2.8	2.6	/
O=c1[nH]c(=O)n(C2CCCCCC2)c(O)c1C=NCCCN1CCOCC1
    0.9	-6.4	-4.0	0.0	-5.1	1.6	-0.1	-0.8	-6.5

From PubChem BioAssay
